D1 agonist – Allosteric Agonists of the Human D1 Dopamine Receptor: qHTS | D(1A) dopamine receptor (Homo sapiens), P21728 | 360,000 tested, 1% active | HEK293 T-REx D1 cells, calcium flux, agonist mode | AID 504660, 2011 | activation, % at 2 µM; in the data active means activation above about 30%; further: 0% is about no effect
Target sequence (P21728 whole entry, looked up): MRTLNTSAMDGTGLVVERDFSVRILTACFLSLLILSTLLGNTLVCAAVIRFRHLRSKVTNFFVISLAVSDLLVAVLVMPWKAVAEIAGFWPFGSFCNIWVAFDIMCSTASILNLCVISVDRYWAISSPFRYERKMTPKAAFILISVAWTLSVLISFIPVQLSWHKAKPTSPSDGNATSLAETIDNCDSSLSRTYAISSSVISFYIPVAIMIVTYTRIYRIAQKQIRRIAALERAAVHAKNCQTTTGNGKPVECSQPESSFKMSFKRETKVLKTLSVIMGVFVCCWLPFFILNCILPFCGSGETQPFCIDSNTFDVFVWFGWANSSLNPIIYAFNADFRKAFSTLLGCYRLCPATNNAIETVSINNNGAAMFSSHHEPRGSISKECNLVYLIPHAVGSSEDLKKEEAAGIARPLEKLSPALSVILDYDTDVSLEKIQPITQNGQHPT
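Inducible HEK293 T-REx D1 cells, force-coupled to calcium signalling, were plated at 4000 cells/well with tetracycline and held overnight at 30 C. After no-wash calcium dye loading, compound-evoked calcium rise over 180 s flagged agonists.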
GRP78 ERSR act – qHTS for Inducers of the Endoplasmic Reticulum Stress Response (ERSR) in Human Glioma: qHTS; U87-MG GRP78 promoter luciferase reporter, 16 h; Potency, µM, for inactives: top-dose activation, most hits filed as activators; 420,000 tested, 0.02% active; further: potency means the concentration at half of the fitted maximal effect; series mostly up to about 76 µM; % of control where 0% means no effect; nearly all actives have a fitted effect of over 35% in size
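ERSR induction read as luciferase luminescence (Bright-Glo, 10 min at room temperature) in stably transfected human U87-MG glioma cells exposed to compounds for 16 h, using GRP78 as sensor.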
D1 PAM – Potentiators of Human D1 Dopamine Receptor: qHTS; HEK293 TREx D1 cells, calcium flux, dopamine EC20 potentiation; potentiation, % at 10 µM; AID 504651, 2011; 360,000 tested, 0.036% active; in the data active means potentiation above about 30%; further: 0% is about no effect
Vif-A3G inh – qHTS for Inhibitors of Vif-A3G Interactions: qHTS. DNA dC->dU-editing enzyme APOBEC-3G (Homo sapiens), Q9HC16. HeLa A3G-eYFP + Vif (tagged APOBEC3G with the HIV-1 protein that degrades it), YFP fluorescence, overnight. Potency, µM (titrated, usually from 46.1 µM), inactives show at the top dose activity, negative = active, hits mostly inhibitors. 410,000 tested, 0.076% active;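 further: potency means the concentration at half of the fitted maximal effect; on the % scale 0 is the no-effect control and ±100 the full control effect; nearly all actives have a fitted effect of over 60% in size; hits raise eYFP signal because A3G escapes Vif-driven loss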
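Read-out is eYFP fluorescence (Ex 488/Em 500-530) from Vif-expressing HeLa A3G-eYFP cells; more signal means A3G escaped Vif-mediated degradation. Cells plated overnight, compound pinned in, incubated overnight at 37 deg C.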
D2 PAM – HTS Assay for Positive Allosteric Modulators of the Human D2 Dopamine Receptor: Primary Screen for Potentiators; HEK293 T-REx D2, calcium flux, EC20 dopamine potentiation; potentiation, % at 10 µM; 340,000 tested, 0.34% active;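 active means potentiation over 3 SD above the plate norm, cut at about 30% in these data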; further: 0% is about no effect
Target sequence (P14416 whole entry, looked up): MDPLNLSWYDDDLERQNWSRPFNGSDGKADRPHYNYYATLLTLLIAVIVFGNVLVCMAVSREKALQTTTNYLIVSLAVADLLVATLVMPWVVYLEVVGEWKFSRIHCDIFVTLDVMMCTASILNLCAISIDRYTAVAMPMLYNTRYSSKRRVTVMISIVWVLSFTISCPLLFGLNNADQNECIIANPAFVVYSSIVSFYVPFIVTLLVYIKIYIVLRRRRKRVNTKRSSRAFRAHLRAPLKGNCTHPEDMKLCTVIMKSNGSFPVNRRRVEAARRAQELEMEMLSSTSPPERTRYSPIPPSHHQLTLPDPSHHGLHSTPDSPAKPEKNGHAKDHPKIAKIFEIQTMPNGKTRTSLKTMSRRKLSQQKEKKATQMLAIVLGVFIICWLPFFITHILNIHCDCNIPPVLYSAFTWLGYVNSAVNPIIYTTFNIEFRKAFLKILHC
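Tetracycline-induced HEK293 T-REx cells force-coupled to calcium signalling expressed D2; compounds were pin-added after a 10 s baseline, read kinetically 180 s, then an EC20 dopamine challenge followed with a further 180 s calcium read.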
D1 antagonist – Antagonist of Human D 1 Dopamine Receptor: qHTS; D(1A) dopamine receptor (Homo sapiens), P21728; HEK293 TREx D1 cells, calcium flux, dopamine EC80; hits give low values; activity change, negative = inhibition, % at 10 µM; 360,000 tested, 3.2% active; AID 504652, 2011; in the data active means activity change below about -30%; further: on the % scale 0 is the no-effect control and ±100 the full control effect
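Inducible Hek293 Trex D1 cells (tetracycline, overnight, 30 C). Calcium dye 30–90 min RT. Antagonist mode: EC80 dopamine added after 180 s compound read.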
RXFP1 agonist – qHTS Assay for Agonists of the Relaxin Receptor RXFP1; HEK293T-RXFP1 cAMP TR-FRET, 30 min; response scale: percent of porcine relaxin response, buffer zero; 370,000 tested, 0.3% active; Potency, µM (top dose mostly 57.5 µM), for the others: top-dose activation, usual class: activators; Relaxin receptor 1 (Homo sapiens), Q9HBX9; AID 2676, 2010; further: potency means the concentration at half of the fitted maximal effect; on the % scale 0 is the no-effect control and ±100 the full control effect; nearly all actives have a fitted effect of over 60% in size; many of its hits are not listed in these tables
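HEK293 cells stably expressing RXFP1, treated 30 min at 37C with compounds plus PDE4 inhibitor Ro 20174; cAMP measured by HTRF TR-FRET. Normalized to buffer and 29 nM porcine relaxin; EC50 by Hill fit.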
LDHA inh – qHTS assay for inhibitors of human lactate dehydrogenase; L-lactate dehydrogenase A chain (Homo sapiens), P00338; activity change, % (values are at about 110 or 230 µM); 480,000 tested, 0.15% active; purified LDHA, NADH/diaphorase-resazurin fluorescence; hits give low values; in the data active means activity change below about -30%;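 further: plate controls were DMSO wells for no effect and wells without enzyme for full effect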
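Human LDH5 at 2 nM final in Tris HCl pH 7.4 with 0.06 mM NADH and 0.2 mM pyruvate, reacted 5 minutes at room temperature. Remaining NADH coupled via diaphorase/resazurin; resorufin fluorescence read at 0 and 20 minutes, normalized to enzyme-free and DMSO wells.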
Vif-APOBEC3F blk – qHTS for Inhibitors of Vif-A3F Interactions: qHTS | HeLa A3F-eYFP + Vif (tagged APOBEC3F with the HIV-1 protein that degrades it), YFP fluorescence increase | Potency, µM (series often up to 46.1 µM), for inactives: top-dose activity, negative = active | 390,000 tested, 0.2% active | AID 602313, 2012; further: potency means the concentration at half of the fitted maximal effect; % of control where 0% means no effect; nearly all actives have a fitted effect of over 65% in size
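HeLa cells stably expressing Vif plus C-terminally eYFP-tagged A3F were seeded, incubated overnight at 37 deg C, dosed with compound, incubated overnight again at 37 deg C. Yellow fluorescence (Ex 488/Em 500-530) reported blocked Vif-mediated A3F-eYFP degradation.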
An asterisk follows results filed as active. Unless noted, the call rests on the fitted dose curve; in most records, active means well fitted curve in the direction sought with a large enough effect; inconclusive means small, poorly fitted or top-dose-only effect, or another doubt; inactive means no such curve, though single readings can be large; an effect the other way counts as inactive or inconclusive.

Screening Nc1cccc(C(=O)Nc2cccc3ncccc23)c1 returned D1 agonist 2.9, GRP78 ERSR act 0.5%, D1 PAM -5.4, Vif-A3G inh 1.1%, D2 PAM 12.1, D1 antagonist -25.4, RXFP1 agonist -0.1%, LDHA inh -2.3 and Vif-APOBEC3F blk 0.1%.
`O=c1cc(O)c2ccccc2n1Cc1ccccc1F` gave D1 agonist 3.5, GRP78 ERSR act -0.5%, D1 PAM 4.8, Vif-A3G inh -0.5%, D2 PAM 3.8, D1 antagonist 9.2, RXFP1 agonist -3.7%, LDHA inh -1.9 and Vif-APOBEC3F blk -6.6%.
Screening Cn1c(N)c(C(=O)CSc2ccc3c(c2)OCCO3)c(=O)n(C)c1=O returned D1 agonist 13.5, GRP78 ERSR act -0.1%, D1 PAM -4.3, Vif-A3G inh 2.0%, D2 PAM 7.1, D1 antagonist 3.2, RXFP1 agonist 2.6%, LDHA inh -1.2 and Vif-APOBEC3F blk 0.2%.
CC1CCCCN1CCn1cnc2c([nH]c3ccccc32)c1=O (centres undefined) was read as D1 agonist 1.6, GRP78 ERSR act -2.1%, D1 PAM 0.1, Vif-A3G inh 2.7%, D2 PAM 11.3, D1 antagonist 18.3, RXFP1 agonist 0.8%, LDHA inh 1.4 and Vif-APOBEC3F blk 2.4%.
For Fc1cccc2sc(Nc3nc4cc5c(cc4s3)OCCO5)nc12 the results were D1 agonist 3.3, GRP78 ERSR act -7.0%, D1 PAM -1.4, Vif-A3G inh -1.6%, D2 PAM 13.0, D1 antagonist 0.0, RXFP1 agonist 4.9%, LDHA inh -6.5 and Vif-APOBEC3F blk 2.0%.
Cc1ccc(CN2CCN(Cc3c(C)nn(-c4ccc(F)cc4)c3C)CC2CCO)o1 (centres undefined) was read as D1 agonist -0.5, GRP78 ERSR act -0.5%, D1 PAM -5.2, Vif-A3G inh 0.4%, D2 PAM -3.7, D1 antagonist -1.2, RXFP1 agonist -0.7%, LDHA inh -2.7 and Vif-APOBEC3F blk 6.8%.
Screening Nc1c(Cl)c(Cl)nc(C(=O)N/N=C/c2ccco2)c1Cl returned D1 agonist 0.7, GRP78 ERSR act 3.0%, D1 PAM -4.8, Vif-A3G inh 6.1%, D2 PAM -3.0, D1 antagonist 8.8, RXFP1 agonist 1.5%, LDHA inh -0.9 and Vif-APOBEC3F blk 0.1%.
Screening CC(C)CCn1c(=O)c2sccc2n2c(CCCC(=O)NC(C)C)nnc12 returned D1 agonist 0.0, GRP78 ERSR act 2.4%, D1 PAM -4.8, Vif-A3G inh 5.0%, D2 PAM -8.3, D1 antagonist -1.0, RXFP1 agonist 1.4%, LDHA inh 1.0 and Vif-APOBEC3F blk 7.0%.
Screening O=C(Cn1ccc(=O)[nH]c1=O)NCCO returned D1 agonist 1.4, GRP78 ERSR act -2.4%, D1 PAM -1.1, Vif-A3G inh 1.4%, D2 PAM 1.4, D1 antagonist 1.0, RXFP1 agonist -0.5%, LDHA inh -0.4 and Vif-APOBEC3F blk 10.1%.
`O=C(O)/C=C/C(=O)Nc1cccnc1` gave D1 agonist 3.4, GRP78 ERSR act -4.0%, D1 PAM -5.5, Vif-A3G inh 0.7%, D2 PAM 2.7, D1 antagonist -11.1, RXFP1 agonist 1.7%, LDHA inh 3.3 and Vif-APOBEC3F blk 6.5%.
Screening COc1ccc(-c2cn(-c3ccc(C)cc3)c(S(=O)(=O)CC(=O)Nc3ccc(F)cc3)n2)cc1 returned D1 agonist 2.8, GRP78 ERSR act 3.9%, D1 PAM -1.0, Vif-A3G inh 3.7%, D2 PAM 9.1, D1 antagonist 12.0, RXFP1 agonist -2.3%, LDHA inh -14.2 and Vif-APOBEC3F blk -1.9%.
N#Cc1ccsc1NC(=O)CN1CCN(S(=O)(=O)c2ccc3ccccc3c2)CC1 was read as D1 agonist 1.8, GRP78 ERSR act -0.4%, D1 PAM 3.0, Vif-A3G inh 1.3%, D2 PAM 14.0, D1 antagonist 8.3, RXFP1 agonist 0.0%, LDHA inh 1.0 and Vif-APOBEC3F blk -2.6%.
CC12CCC=CC1=C(C=O)C1C2CCC2(C)C(O)CCC12 (centres undefined) was read as GRP78 ERSR act -6.2%, Vif-A3G inh -2.5%, LDHA inh 1.8 and Vif-APOBEC3F blk -14.2%.
CCCNC(=O)OCC12CC3CC(CC(C3)C1)C2 was read as D1 agonist 3.4, GRP78 ERSR act -1.6%, D1 PAM -4.4, Vif-A3G inh 0.5%, D2 PAM 4.8, D1 antagonist 15.5, RXFP1 agonist 0.0%, LDHA inh 0.3 and Vif-APOBEC3F blk -22.2%.
`Cc1cc(-c2ccco2)n(CC(=O)NCCN(C)C)n1` gave D1 agonist 4.5, GRP78 ERSR act -3.3%, D1 PAM -5.0, Vif-A3G inh 3.5%, D2 PAM 9.3, D1 antagonist 8.6, RXFP1 agonist 3.2%, LDHA inh -7.0 and Vif-APOBEC3F blk 1.4%.
`CCCC1(c2ccccc2)NC(=O)N(CC(=O)Nc2cc(C)ccc2OC)C1=O` (centres undefined) gave D1 agonist 10.0, GRP78 ERSR act -3.9%, D1 PAM 3.6, Vif-A3G inh -2.6%, D2 PAM 1.7, D1 antagonist 5.6, RXFP1 agonist 1.3%, LDHA inh -1.6 and Vif-APOBEC3F blk 2.2%.
For Cc1cc(N)n(-c2ccc(S(=O)(=O)N3CCCC3)cc2[N+](=O)[O-])n1 the results were D1 agonist 2.9, GRP78 ERSR act -1.8%, D1 PAM -4.7, Vif-A3G inh -0.2%, D2 PAM 16.2, D1 antagonist -4.2, RXFP1 agonist 9.4%, LDHA inh -4.1 and Vif-APOBEC3F blk -15.7%.
Screening CCN(CC)c1ccc(NC(=O)CCCCCN2C(=O)c3ccccc3C2=O)cc1 returned D1 agonist 1.5, GRP78 ERSR act -4.8%, D1 PAM -0.2, Vif-A3G inh 4.8%, D2 PAM 2.2, D1 antagonist 5.8, RXFP1 agonist -1.4%, LDHA inh 11.7 and Vif-APOBEC3F blk -10.0%.
`CCOc1cc(NC(=S)NCc2ccco2)c(OCC)cc1NC(=O)C1CC1` gave D1 agonist 2.2, GRP78 ERSR act -5.1%, D1 PAM 2.0, Vif-A3G inh -4.9%, D1 antagonist 2.5, RXFP1 agonist 0.9%, LDHA inh -1.3 and Vif-APOBEC3F blk -5.5%.
COc1ccc(/C=N/N2CCN(C3c4ccccc4-c4ccccc43)CC2)cc1O was read as D1 agonist 4.6, GRP78 ERSR act -6.6%, D1 PAM -2.4, Vif-A3G inh -0.6%, D2 PAM -1.9, D1 antagonist 7.2, RXFP1 agonist 5.4%, LDHA inh -7.7 and Vif-APOBEC3F blk -6.4%.
Screening COCC(=O)Nc1c(C(=O)Nc2cccc(OC)c2)oc2ccccc12 returned D1 agonist 2.6, GRP78 ERSR act 8.8%, D1 PAM -0.9, Vif-A3G inh -0.3%, D2 PAM 12.4, D1 antagonist 11.6, RXFP1 agonist 0.4%, LDHA inh 1.7 and Vif-APOBEC3F blk -15.9%.
CC(=O)Nc1cccc(NC(=O)Cn2cnc3c(oc4ccccc43)c2=O)c1 was read as D1 agonist 7.1, GRP78 ERSR act 0.2%, D1 PAM -2.9, Vif-A3G inh -2.7%, D2 PAM -18.7, D1 antagonist -5.3, RXFP1 agonist 0.4%, LDHA inh -1.1 and Vif-APOBEC3F blk 3.6%.
Screening COc1ccc(C(=O)COc2ncnc3cc(Cl)ccc23)cc1 returned D1 agonist 4.1, GRP78 ERSR act 0.7%, D1 PAM -8.8, Vif-A3G inh -6.0%, D2 PAM -1.5, D1 antagonist -11.6, RXFP1 agonist 1.9%, LDHA inh -1.7 and Vif-APOBEC3F blk -25.6%.
CCOC(=O)c1c(C)[nH]c(C(=O)COC(=O)c2cnc(C)cn2)c1C was read as D1 agonist 0.7, GRP78 ERSR act -2.0%, D1 PAM -1.9, Vif-A3G inh -0.1%, D2 PAM -1.0, D1 antagonist 8.0, RXFP1 agonist 2.5% and LDHA inh -10.3.
`Cn1c(=O)c2c(nc(-n3ccnc3)n2C)n(C)c1=O` gave D1 agonist 0.5, GRP78 ERSR act -3.5%, D1 PAM -6.2, Vif-A3G inh 2.0%, D2 PAM -6.5, D1 antagonist -8.1, RXFP1 agonist 4.7%, LDHA inh -2.5 and Vif-APOBEC3F blk 6.3%.
For CC(C)(O)[C@@H]1CC(=O)[C@]2(C)[C@H](CC[C@@]3(C)[C@H](c4ccoc4)OC(=O)[C@H]4O[C@]432)[C@@]1(C)/C=C\C(=O)O the results were D1 agonist -1.9, GRP78 ERSR act -0.8%, D1 PAM 1.1, Vif-A3G inh 6.6%, D2 PAM -2.2, D1 antagonist 7.6, RXFP1 agonist -3.2%, LDHA inh -4.5 and Vif-APOBEC3F blk -1.6%.
`COc1ccc(C(=O)Nc2ccc(Cl)cn2)cc1S(=O)(=O)N1CCCC1` gave D1 agonist 0.4, GRP78 ERSR act -1.0%, D1 PAM -5.1, Vif-A3G inh 3.6%, D2 PAM -5.2, D1 antagonist -9.7, RXFP1 agonist -0.2%, LDHA inh -9.5 and Vif-APOBEC3F blk 1.4%.

Quoted at random: 2 entries already listed.
`COc1ccc(C(=O)Nc2ccc(Cl)cn2)cc1S(=O)(=O)N1CCCC1` gave D1 agonist 0.4, GRP78 ERSR act -1.0%, D1 PAM -5.1, Vif-A3G inh 3.6%, D2 PAM -5.2, D1 antagonist -9.7, RXFP1 agonist -0.2%, LDHA inh -9.5 and Vif-APOBEC3F blk 1.4%.
CC(=O)Nc1cccc(NC(=O)Cn2cnc3c(oc4ccccc43)c2=O)c1 was read as D1 agonist 7.1, GRP78 ERSR act 0.2%, D1 PAM -2.9, Vif-A3G inh -2.7%, D2 PAM -18.7, D1 antagonist -5.3, RXFP1 agonist 0.4%, LDHA inh -1.1 and Vif-APOBEC3F blk 3.6%.

An excerpt; the hit share may differ from the screen's.
